Screens from PubChem BioAssay.
NR2E3 ag: agonists of human nuclear receptor NR2E3; Q9Y5X4; GST-NR2E3/biotin-RetCOR TR-FRET, 1536-well; inhibition of corepressor binding, % at 4.78 µM; 320,000 tested, 0.12% active;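 active = percent inhibition above the cutoff of mean plus 3 SD of all tested compounds, set per screening campaign, cut at about 20% in these data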;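 also: 0% = DMSO wells and 100% = biotin wells as full block of FRET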
Target sequence (Q9Y5X4 whole entry, looked up): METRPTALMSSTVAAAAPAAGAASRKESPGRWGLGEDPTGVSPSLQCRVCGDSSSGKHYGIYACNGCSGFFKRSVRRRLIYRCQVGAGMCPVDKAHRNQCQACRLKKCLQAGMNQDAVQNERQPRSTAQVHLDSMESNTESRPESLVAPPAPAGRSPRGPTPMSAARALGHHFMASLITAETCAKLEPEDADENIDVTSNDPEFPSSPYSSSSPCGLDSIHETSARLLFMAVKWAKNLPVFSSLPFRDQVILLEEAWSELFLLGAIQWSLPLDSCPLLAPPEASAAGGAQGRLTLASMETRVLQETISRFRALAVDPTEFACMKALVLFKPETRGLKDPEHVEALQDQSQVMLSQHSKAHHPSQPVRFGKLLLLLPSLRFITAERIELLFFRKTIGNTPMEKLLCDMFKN
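Material – GST-tagged NR2E3 plus biotinylated RetCOR corepressor · Quantity – NR2E3 fusion 1.35 nM · Times – 5 h incubation at 4 °C · Medium – pH 7.5 Tris-based buffer · Technique – TR-FRET, Eu(K)-anti-GST donor, streptavidin-D2 acceptor, ex 340, em 617/671 nm · Benchmarks – high control biotin, low control 0.6% DMSO · Format – 1536-well plates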
* hit, by the source's call.

A first look:
NR2E3 ag,compound
-1,Cc1cccc(NC(=O)CSc2nnc(NC(=O)CN3CCCCC3)s2)c1
-1,CC(C)c1cc(Nc2cccc(O)c2)cc(C(C)C)c1O
-2,COc1ccc(S(=O)(=O)C(C#N)c2nc3ccccc3nc2N2CCC(C)CC2)cc1 (stereo unspecified)
-1,O=C(Nc1ccc(Cl)cc1C(=O)N1CCOCC1)c1cccc([N+](=O)[O-])c1
1,O=C(CC(NCCc1ccccc1)C(=O)O)Nc1ccc(O)cc1 (stereo unspecified)
0,CCOC(=O)COn1c(=O)c(-c2ccc(OC)c(OC)c2)[n+]([O-])c2ccccc21
0,CC(C)C(OC(=O)c1oc2ccccc2c1CSC1CCCCC1)C(=O)NC(N)=O (stereo unspecified)

The listing, repeating the preview:
NR2E3 ag,compound
-1,Cc1cccc(NC(=O)CSc2nnc(NC(=O)CN3CCCCC3)s2)c1
-1,CC(C)c1cc(Nc2cccc(O)c2)cc(C(C)C)c1O
-2,COc1ccc(S(=O)(=O)C(C#N)c2nc3ccccc3nc2N2CCC(C)CC2)cc1 (stereo unspecified)
-1,O=C(Nc1ccc(Cl)cc1C(=O)N1CCOCC1)c1cccc([N+](=O)[O-])c1
1,O=C(CC(NCCc1ccccc1)C(=O)O)Nc1ccc(O)cc1 (stereo unspecified)
0,CCOC(=O)COn1c(=O)c(-c2ccc(OC)c(OC)c2)[n+]([O-])c2ccccc21
0,CC(C)C(OC(=O)c1oc2ccccc2c1CSC1CCCCC1)C(=O)NC(N)=O (stereo unspecified)
4,COC(=O)CCC(=O)OC1(C)C(=O)C2=CN(CCCCO)C(c3ccc(OC)cc3)=CC2=C(Br)C1=O (stereo unspecified)
-1,Cc1[nH]c2ccccc2c1/C=N/Nc1ccc(F)cc1F
-1,CCN(CC)C(=O)CSc1nnc(COc2cccc(C)c2)n1C
4,O=C(c1ccc(Br)o1)N1CCc2ccccc21
-1,O=C(Nc1nc2c(s1)CCCC2)c1cc(-c2ccc3c(c2)OCO3)nc2ccccc12
4,COc1ccccc1N/C=C1/Sc2cc(Cl)ccc2NC1=O
2,COC(=O)[C@@H]1CC[C@H](C)[C@@H](c2ccc(C)cc2)N1C(=O)c1ccc(/C=N/O[C@H](C)c2cn([C@@H]3COC[C@H]3O)nn2)cc1
0,Cn1c(=O)c2ncn(CC(=O)N=Nc3c(O)[nH]c4ccccc34)c2n(C)c1=O
1,COc1ccc(CNC(=O)C2CCC(CNc3nc(=S)[nH]c4ccccc34)CC2)cc1 (stereo unspecified)
0,O=C(NCCCN1CCCC1=O)c1ccc2c(=O)n(-c3ccc(F)cc3)c(=S)[nH]c2c1
2,Cc1ccc(-n2[nH]c(C)c(C=Nc3ccc(S(=O)(=O)Nc4nccs4)cc3)c2=O)c(C)c1
1,Cn1c(=O)c(C=Nc2ccccc2)c(O)c2ccccc21
2,CCSc1nc2sc3c(c2c2nnc(SCC(=O)NCc4ccco4)n12)CCCC3
-2,C/C=C\C(=O)Nc1cccc(C2=NOC3(C2)C[C@H](C(N)=O)N(C(=O)[C@H]2CCC(=O)N2)C3)c1 (stereo partly specified)
1,O=C(CNC(=O)c1ccccc1O)N/N=C/c1cc(Br)ccc1OC(=O)/C=C/c1ccco1
4,Cc1ccc(NC(=O)Cn2c(O)c(N=NC(=O)c3cc([N+](=O)[O-])ccc3O)c3ccccc32)cc1
0,O=C(O)c1cccc(-c2ccc(/C=N/n3cnc4sc5c(c4c3=O)CCCC5)o2)c1
-1,COc1ccc(CCn2c(-c3ccccc3)nc3c(c(=O)c4ccccc4n3C)c2=O)cc1
3,O=C(N1CCN(Cc2ccc3c(c2)OCO3)CC1)C12CC3CC(CC(C3)C1)C2
-1,O=C(Nc1nc2ccccc2s1)Nc1ccc([N+](=O)[O-])cc1Cl
1,CCOC(=O)c1ccc(N2NC(=O)/C(=C/c3ccc(OC(=O)c4ccco4)c(OC)c3)C2=O)cc1
-1,On1c2c(c3c4nonc4ccc31)CCCC2
-2,Cc1ccc(CC(=O)NCc2cccnc2)cc1
3,Cc1ccc(S(=O)(=O)c2nc(C)oc2NCc2ccccc2)cc1
-2,CCCc1nc2sc3c(=O)n(N)cnc3c2c2c1COC(C)(C)C2
5,Oc1c(C=NCc2ccc(F)cc2)[nH]c2ccc(Br)c(Cl)c12
-2,CCN(CC)CCCNCC(=O)Nc1ccc(OC)c(Cl)c1
5,CC1=C(C)Cc2c(OC(=O)c3ccccc3)ccc(OC(=O)c3ccccc3)c2C1
-1,Cc1ccc(S(=O)(=O)NCCc2nnc3ccc(SCC(=O)Nc4nc5ccccc5s4)nn23)cc1
-2,CCCC1Cc2c(sc(NC(=S)NC(=O)c3ccccc3)c2C#N)CO1 (stereo unspecified)
-4,Cc1cc(CNC(=O)[C@H]2C[C@@H]2[C@H](NP(=O)(c2ccccc2)c2ccccc2)c2ccccc2)nn1C
5,COc1ccccc1CCNC(=O)c1cc(-c2ccccn2)nc2ccc(Br)cc12
1,CN1C(=O)c2c(sc3c2CCCC3)NC1c1ccccc1O (stereo unspecified)
-2,CCNc1nc(NC(C)C)nc(ON=C(C)C)n1
1,CCOCCn1cnc2sc(C(=O)Nc3nc(C)c(C(=O)OCC)s3)c(C)c2c1=O
-5,Cc1ccc(OC(=O)c2cccc(C(=O)Oc3ccc(C)cn3)n2)nc1
3,CC1=NN(c2ccccc2)C(=O)/C1=C/c1c(C)[nH]n(-c2ccc(C)cc2)c1=O
2,CC1C(=O)N(Cc2ccc([N+](=O)[O-])cc2)c2ccccc2N1C(=O)C1CC1 (stereo unspecified)
0,CCOc1ccc(CCNC(=O)COC(=O)c2cc(OC)c(OC)c(OC)c2)cc1OCC
2,CCOC(=O)c1cc2c(ccn2-c2ccc(F)cc2)n1CC(=O)NC(C)(C)C
1,CCCOc1ccc(-c2nc(-c3ccc(N)cc3)cs2)cc1
1,Nc1c(C(=O)c2ccccc2O)cnn1-c1ccc(S(=O)(=O)N2CCOCC2)cc1[N+](=O)[O-]
-1,Cc1ccc(S(=O)(=O)c2ccccc2)cc1S

Other results follow.
NR2E3 ag,compound
-2,O=C(O)c1ccc2c3c(ncnc13)-c1ccccc1C2=O
0,NC(=O)c1ccsc1N
4,CCCN(CCC)c1nc2ccccc2nc1C(C#N)C(=O)OC(C)COC (stereo unspecified)
1,CC1CCN(c2nc3ccccc3nc2N2CCC(C)CC2)CC1
3,CCOc1ccc(S(=O)(=O)n2nnc3ccccc32)cc1C(C)C
1,CCCn1c(SCC(=O)N2CCCCC2)nnc1-c1ccccn1
1,CC1CCC(NC(=O)c2ccc(NC(=O)c3ccc(=O)[nH]c3)cc2)CC1 (stereo unspecified)
2,O=C(N/N=C\c1ccco1)c1cncc(Br)c1
-1,COc1cc2c(cc1OC)/C(=C/C(=O)N1CCOCC1)NC(C)(C)C2
2,O=C(O)CS(=O)(=O)c1ccc(Oc2ccc(S(=O)(=O)CC(=O)O)cc2)cc1
2,COC(=O)C1=C(C(=O)OC)[C@@H]2N(C)c3ccc(OC)cc3[C@@]23C[C@@H](C(=O)OC)N(C(=O)COCc2ccccc2)C3=N1
4,CCSc1nnc(NC(=O)CSc2nccn2-c2cccc(C)c2C)s1
3,CC(=O)C(Sc1ncnc2c1nnn2-c1ccc(F)cc1)C(=O)N(C)C (stereo unspecified)
4,COC(=O)C1=C(C)OC(N)=C(C#N)C1c1cc2cccc(C)c2nc1Cl (stereo unspecified)
-4,CC1(C)C(C=C(Cl)Cl)C1C(=O)Nc1ccc([N+](=O)[O-])cc1 (stereo unspecified)
-4,Cc1ccnc(NC(=O)c2ccc(Cl)c(NC(=O)CCc3ccccc3)c2)c1
1,CC(C)c1ccc(S(=O)(=O)c2cn(Cc3ccc(F)cc3)c3cc4c(cc3c2=O)OCO4)cc1
0,O=C(CSCc1ccc(Cl)cc1)c1ccco1
-2,CC(=O)Nc1ccc(C(=O)OCC(=O)NCc2ccc(Cl)cc2)cc1
-2,O=C1Nc2cc(C(=O)N3CCN(c4ccccc4F)CC3)ccc2NC1CSCc1ccccc1F (stereo unspecified)
0,CCN(CC)c1ccc(/C=C2/C(=O)N(c3ccc([N+](=O)[O-])cc3)N=C2N2CCOCC2)cc1
-2,Fc1ccc(-n2nnc(-c3ncc[nH]3)n2)cc1
-3,O=C(NCc1ccc[n+](CCCCS(=O)(=O)[O-])c1)c1ccc(OC(F)F)cc1
-5,CCc1ccc(C(=O)N/N=C/c2ccc(Cl)cc2Cl)nc1
3,CCC(c1nnc(SCCNCCO)n1CCN1CCOCC1)N(C)C (stereo unspecified)
-3,COc1cc(CC(=O)N/N=C/c2ccccc2)c([N+](=O)[O-])cc1OC
1,Cn1c2ccccc2c(=O)c2c(=O)n(Cc3ccco3)c(-c3ccc(Cl)cc3Cl)nc21
-1,CCOc1ccc(NC(=O)c2cc3cc4ccc(C)cc4nc3o2)cc1
-18,Cc1ccc(Cc2c(C)nc3nc(SCC(=O)NCCCN4CCCCCC4)nn3c2C)cc1
1,COc1ccc([N+](=O)[O-])cc1NS(=O)(=O)c1ccc(Cl)c(C(=O)Nc2sc3c(c2C#N)CCCCC3)c1
4,COC(=O)C/C=C/[C@@H](C)[C@@H](/C=N/OC[C@@H](C)[C@H](OCc1ccccc1)C(C)C)NS(=O)(=O)c1ccc(C)cc1
-3,Cc1ccc(O)c(O)c1
1,COC(=O)c1ccccc1NC(=O)Cn1cnc2c(cnn2-c2ccc(C)c(C)c2)c1=O
4,Cc1ccc(-c2csc3nc4c5ccccc5c(NCCCN5CCOCC5)nn4c(=O)c23)cc1
-1,CCC(C)NC(=O)CSc1nc2ccc(N3CCOCC3)cc2c(=O)n1CCc1ccccc1 (stereo unspecified)
2,COc1ccc(C2CC(=O)c3cnc(N4CCc5ccccc54)nc3C2)c(OC)c1 (stereo unspecified)
2,CCOC(=O)CC1C(=O)NCCN1C(=O)c1cc2c(=O)n3ccccc3nc2s1 (stereo unspecified)
-1,Cc1ccc(Cl)cc1NC(=O)COC(=O)c1ccc(N2CCCC2)c([N+](=O)[O-])c1
2,CCCCCCn1c(=O)[nH]c2nc3cc(N)ccc3nc2c1=O
3,CCCC[C@@H](CN[C@H](C)CNC)NCC1CCC(C(C)(C)C)CC1 (stereo partly specified)
2,CCOC(=O)C1CCN(S(=O)(=O)c2ccc(-c3nc4ccccc4s3)s2)CC1
7,O=C(c1cccc2ccccc12)n1nnc2ccccc21
0,NC(=O)Cn1nc2sc3ccccc3n2c(=O)c1=O
1,COc1ccccc1N(CCN1C(=O)c2cccc3cccc(c23)C1=O)C(=O)c1ccncc1
-1,COc1ccc(CNC(=O)c2ccc(Br)cc2)cc1
4,CC(CCCCC(=O)Nc1ccc(C(F)(F)F)cc1)NCCc1cnc[nH]1 (stereo unspecified)
0,CCOP(=O)(c1ccccc1)c1nc(-c2ccccc2C)oc1N1CCCCC1 (stereo unspecified)
4,CCOC(=O)c1ccccc1NC(=O)Cn1cnc2c(cnn2-c2ccc(OC)cc2)c1=O
0,Cc1noc(C)c1C(=O)OCC(=O)Nc1cc(S(=O)(=O)N2CCOCC2)ccc1Cl
3,COCc1cc(C)nc(N/N=C/c2ccc(-c3ccc(C(=O)O)c(Cl)c3)o2)c1C#N

Rewritten as a markdown table: 3 of the compounds above
| SMILES | NR2E3 ag |
| --- | --- |
| O=C(CNC(=O)c1ccccc1O)N/N=C/c1cc(Br)ccc1OC(=O)/C=C/c1ccco1 | 1 |
| Cc1ccc(NC(=O)Cn2c(O)c(N=NC(=O)c3cc([N+](=O)[O-])ccc3O)c3ccccc32)cc1 | 4 |
| O=C(O)c1cccc(-c2ccc(/C=N/n3cnc4sc5c(c4c3=O)CCCC5)o2)c1 | 0 |

Next part:
NR2E3 ag,compound
-1,COc1ccc(N2CCN(CCNC(=O)CCS(=O)(=O)c3cccc4nsnc34)CC2)cc1
4,O=C(NCCN1CCOCC1)c1cccn2c(=O)c3c4c(sc3nc12)CCCC4
1,Cc1cc(C)c2cc(CN(CCO)C(=O)Nc3ccc(Cl)cc3)c(=O)[nH]c2c1
0,O=C(Cn1c(=S)[nH]c2ncccc2c1=O)NCCc1ccccc1
-4,CC1=CCC(/C=N\Nc2nnc3c(n2)[nH]c2ccccc23)CC1 (stereo unspecified)
5,Cc1nc(SCC(=O)Nc2ccccc2C(F)(F)F)c(C#N)c(C)c1CC(=O)c1ccc(Br)cc1
1,CCS(=O)(=O)Nc1cccc(C(=O)O)c1
-3,CCC(=O)Nc1ccc(-n2nnnc2SCC(=O)NNC(=O)c2ccco2)cc1
-1,CCOc1ccc(S(=O)(=O)Nc2cc(Sc3ncn[nH]3)c3oc(=O)sc3c2)cc1
2,N#Cc1cc([N+](=O)[O-])ccc1NC(=O)COC(=O)C12CC3CC(CC(C3)C1)C2
7,CN(C)c1ccc(-c2nn3c(-c4cccnc4)nnc3s2)cc1
1,CCc1ccc(C2=NN(CCC(=O)NC3CC3)C(=O)CC2)cc1
-3,CCOc1ccc(N2C(=O)CN(O)C=C3N=c4ccccc4=C32)cc1
1,C[C@@H]1NC(=O)[C@H](CCCN=C(N)N)NC(=O)c2cc([N+](=O)[O-])cc(I)c2OCC[C@@H](C(=O)NC(CC(=O)O)C(N)=O)NC1=O (stereo partly specified)
-5,O=C(COc1ccc2ccccc2c1)Nc1cccc2c1C(=O)NC2=O
-2,Cn1cc(/C=N\NC(=O)C2COc3ccccc3O2)c2ccccc21 (stereo unspecified)
0,O=C1C(=O)N(CCN2CCOCC2)C(c2cccnc2)/C1=C(/O)c1ccccc1 (stereo unspecified)
3,CC(C)Cn1c(N)c(-c2nc(C(C)C)c(C(=O)c3ccccc3F)s2)c(=O)n(C)c1=O
5,Cn1cnc2c1c(=O)[nH]c(=O)n2C
-1,O=C(c1ccc(F)cc1)C(CCCCCC(CN1CCOCC1)C(=O)c1ccc(F)cc1)CN1CCOCC1 (stereo unspecified)

Only part of the results is shown; the hit share may differ from the screen's.
